ERK EGF inh: blocks ERK signaling stimulated by EGF. HEK293-V1b, EGF-stimulated phospho-ERK AlphaScreen. 130,000 compounds, 0.41% hits. Potency, µM (top dose mostly 11.5 µM), inactives show top-dose activity change, negative = inhibition, usual class: inhibitors; active = well fitted inhibition curve with a large enough effect; inconclusive = small, poorly fitted or top-dose-only effect, or effect the other way;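 also: plate controls were stimulated vehicle wells for no effect and unstimulated vehicle basal for full effect; nearly all actives have a fitted effect of over 55% in size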
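Stably V1b-transfected HEK293 cells; 30 min compound, then EGF 25 nM final for 5 min at 37C; 10 min lysis; phospho-ERK by AlphaScreen after 5 hr beads at room temperature.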
Numbers without * were called inactive; ? = inconclusive; & = joins results of further samples; [ ] = remark or other dose. Potency is read from the fitted curve at half-maximal effect. Only part of the results is shown; count on the stated rates, not on these rows.

SMILES	ERK EGF inh
COc1ccccc1/C=C/CN1CCCC(CCC(=O)NCc2ccccc2F)C1 (stereo not drawn)	6%
CCc1ccc(NC(=O)Cn2ncc3c4ccccc4n(C)c3c2=O)cc1	-1%[57.5 µM]
CC(=O)OCCNc1cc(N2CCN(C)CC2)c2noc3c2c1C(=O)c1ccccc1-3	?
COc1ccc(NC(=O)c2nn(C)cc2[N+](=O)[O-])cc1	0%[57.5 µM]
Oc1ccc(Br)cc1C=Nc1ccc2[nH]ncc2c1	0%
O=C(NCCCn1ccnc1)C(=O)NCC1OCCCN1S(=O)(=O)c1ccc(F)cc1 (stereo not drawn)	-1%
CC12CN(NC(=O)c3ccccc3F)C3(C#N)CC1CCC23C (stereo not drawn)	-9%
CC1CC1c1ccc(/C=C(\C#N)C(=O)Nc2ccc(Cl)cc2Cl)o1 (stereo not drawn)	4%
CCCCN(C(=S)NC(=O)c1ccccc1)c1c(N)n(Cc2ccccc2)c(=O)[nH]c1=O	2%
O=C(O)C1Sc2[nH]c(=O)sc2C2c3cc(Br)ccc3OC(=O)C12 (stereo not drawn)	6%[57.5 µM]
COc1ccccc1N1C(=S)N=C(Nc2c(C)cccc2C)C12CCCC2	6%[57.5 µM]
O=C(C[n+]1cc(-c2ccc(Br)cc2)n2c1CCCCC2)c1ccccc1	-7%
COc1cc(/C=C/C(=O)Nc2nnc(C(C)(C)C)s2)cc(OC)c1OC	2%
COc1cccc(NC(=O)CN(C)CC(=O)Nc2ccc3c(c2)CCC3)c1	-4%
CN(C(=O)c1ccc(S(=O)(=O)c2cccc(Cl)c2)c([N+](=O)[O-])c1)C1CCCCC1	-3%
COC(=O)[C@@]1(Cc2ccc(F)cc2)[C@H]2c3cc(C(=O)N(C)C)n(CCc4ccc(OC)c(Br)c4)c3C[C@H]2CN1C(=O)c1ccccc1	-2%&6%
CCOCCCNC(=O)c1cc(=O)n(Cc2cccc(C)c2)c2ccccc12	-2%
CC(C)CCC(C)NC(=O)c1ccc2nccnc2c1 (stereo not drawn)	13%
COc1cc(/C=N/Nc2ccccn2)ccc1OCC(C)C	0%
CS(=O)(=O)N(CC(=O)NCCC1=CCCCC1)c1cccc([N+](=O)[O-])c1	-5%
CC(C)(C)OC(=O)N1CCC(c2cc(=O)n3[nH]cc(C(=O)Nc4ccc(F)c(Cl)c4)c3n2)CC1	-16%[57.5 µM]
CCOc1ccc(/C=N/NC(=O)CC(=O)NCc2ccccc2)cc1	-4%
COc1ccc(CNC(=O)C2Cc3ccccc3CN2C(=O)c2ccco2)cc1 (stereo not drawn)	-1%
Cc1cccc(NC(=O)c2ccc(C3SCC(=O)N3CCc3ccccc3)cc2)c1 (stereo not drawn)	5%
COCCCn1c(-c2cccs2)nc2nc3ccccc3nc21	2%[57.5 µM]

Compounds above with a tert-butyl group, in the order listed:
SMILES	ERK EGF inh
COc1cc(/C=C/C(=O)Nc2nnc(C(C)(C)C)s2)cc(OC)c1OC	2%
CC(C)(C)OC(=O)N1CCC(c2cc(=O)n3[nH]cc(C(=O)Nc4ccc(F)c(Cl)c4)c3n2)CC1	-16%[57.5 µM]

(more compounds)
SMILES	ERK EGF inh
COc1cc(C(=O)OCC(=O)Nc2ccc3c(c2)OC(F)(F)O3)ccc1OCc1c(C)noc1C	-6%
CCOC(=O)c1sc(NC(=O)CCC(=O)O)nc1C	2%
CCOc1cccc(NC(=O)Cn2nc(-c3ccc4c(c3)OCCO4)ccc2=O)c1	10%
ON(Cc1c(F)cccc1Cl)Cc1c(F)cccc1Cl	-1%[57.5 µM]
O=C(NCc1ccco1)c1ccc2c(c1)N(Cc1ccccc1)C(=O)CS2=O (stereo not drawn)	1%
Cc1ccn2c(NC3CCCC3)c(-c3ccsc3)nc2c1	?
Cc1ccc(OCCN2CCN(C(=O)CCC(=O)Nc3nnc(CC(C)C)s3)CC2)cc1	-2%[57.5 µM]
O=C(NCc1ccc2c(c1)OCO2)C1CCCN1C(=O)Nc1cccc(F)c1 (stereo not drawn)	0%
c1cncc(CNc2ncn[nH]2)c1	-8%[57.5 µM]
Cn1ncc(Cl)c1C(=O)NC1C2CC3CC(C2)CC1C3 (stereo not drawn)	-7%
COc1ccc(-c2[nH]ncc2/C=N\NC(=O)c2ccc(C(C)(C)C)cc2)cc1OC	3%
COc1ccccc1-c1c(C(F)(F)F)oc2cc(OC(=O)c3ccc([N+](=O)[O-])cc3)ccc2c1=O	-1%[57.5 µM]
CC(C)C(=O)Nc1ccc2c(c1)nc(CCN1CCN(c3ccccc3)CC1)n2C	14%[57.5 µM]
O=C1CC(c2ccccc2)Sc2nc3ccccc3n21 (stereo not drawn)	?
Cc1ccc(C(=O)Nc2nnc(NC(=S)Nc3ccccc3)s2)cc1	5%[57.5 µM]
O=C(CN1CCN(S(=O)(=O)c2ccc(Br)cc2)CC1)N/N=C/c1ccco1	-2%
CCOC(=O)CC1COCCN1Cc1cn[nH]c1-c1ccc2c(c1)OCO2 (stereo not drawn)	4%
Cc1ccc(N2CN=C3SCC(=O)N3C2)cc1C	-7%
CCCC(C)NC(=O)COc1ccc(Sc2ccc(OCC(=O)NC(C)CCC)cc2)cc1 (stereo not drawn)	3%
CCCSc1sc(C(=O)OC)c(-c2cccs2)c1C#N	2%[57.5 µM]
CN(C)C(=O)CSc1nnc(NC(=O)CCc2ccccc2)s1	0%[57.5 µM]
O=C(c1cc(Cl)ccc1[N+](=O)[O-])N1CCc2ccccc2C1	6%
CC(C)(C)NC(=O)C(c1cccnc1)N(C(=O)c1csnn1)c1ccccc1 (stereo not drawn)	28%
CCOC(=O)c1sc(NC(=S)NC(=O)c2ccco2)nc1C	0%
COCCCNCCOCCSc1ccc(Cl)cc1	1%

Of the compounds above, these have a furan ring, fused or not.
SMILES	ERK EGF inh
CC1CC1c1ccc(/C=C(\C#N)C(=O)Nc2ccc(Cl)cc2Cl)o1 (stereo not drawn)	4%
COc1ccc(CNC(=O)C2Cc3ccccc3CN2C(=O)c2ccco2)cc1 (stereo not drawn)	-1%
O=C(NCc1ccco1)c1ccc2c(c1)N(Cc1ccccc1)C(=O)CS2=O (stereo not drawn)	1%
O=C(CN1CCN(S(=O)(=O)c2ccc(Br)cc2)CC1)N/N=C/c1ccco1	-2%
CCOC(=O)c1sc(NC(=S)NC(=O)c2ccco2)nc1C	0%

Further entries.
SMILES	ERK EGF inh
COc1ccc(Nc2oc(-c3ccco3)nc2S(=O)(=O)c2ccc(F)cc2)cc1	-2%
COc1ccc(NC(=O)/C(C#N)=C/c2c(C)nn(-c3ccc(F)cc3)c2Cl)cc1Cl	3%
COCc1cc(=O)[nH]c(Nc2nc3ccccc3o2)n1	-6%[57.5 µM]
O=C(NNC(=O)c1ccncc1)Nc1ccc([N+](=O)[O-])cc1	5%
O=C(Nc1nc(-c2ccncc2)cs1)c1ccc(F)cc1	-2%
CCNC(=O)NC(=O)CSc1ccc2ccccc2c1	4%
COCc1c(C#N)c(NCCc2ccc(F)cc2)nc(C)c1[N+](=O)[O-]	-4%
O=C(Nc1ccccc1[N+](=O)[O-])c1cncc(Br)c1	-12%
C/C(=N\Nc1cc(N2CCOCC2)nc(C)n1)c1cccc([N+](=O)[O-])c1	?
CCn1c(S(=O)(=O)O)nc2ccccc21	11%[57.5 µM]
O=C(Nc1ccc(S(=O)(=O)N2CCCC2)cc1)c1ccc(OCC2CCCO2)cc1 (stereo not drawn)	-1%
O=C(c1snnc1-c1ccccc1)N1CCOCC1	-7%
CCOc1ncccc1C(=O)OC(C)C(=O)Nc1ccc(CC)cc1 (stereo not drawn)	-12%
N/C(=N\OC(=O)c1cccnc1)c1ccc(Cl)cc1Cl	5%
Cn1c(CSCc2ccccc2)nnc1SCC(=O)Nc1nccs1	-3%
Cc1csc2c(=O)sc(NC(=O)c3ccc(F)cc3Cl)nc12	-12%[57.5 µM]
CC(C)c1ccc(/C=C/C(=O)O)cc1	?
CCc1ccc(N2C(=O)CN(Cc3sccc3C)C2=S)cc1	-6%
CCOC(=O)C1=C(c2ccccc2)NC(=O)NC1c1ccc(OC)cc1 (stereo not drawn)	-27%
Cc1ccc2nc(-c3cccnc3)c(NC3CCCCC3)n2c1	-2%
CCOc1nc2c(c(-c3cccs3)c1C#N)Cc1ccccc1-2	16%[57.5 µM]
Cc1ccc(CNC(=O)C2CCCN(S(=O)(=O)c3c(C)[nH]c(=O)[nH]c3=O)C2)cc1 (stereo not drawn)	3%
O=C(NCc1cccnc1)C1CCC(CNS(=O)(=O)c2cccc3nsnc23)CC1 (stereo not drawn)	8%[57.5 µM]
CC(C)(C)C1CCC(OC(=O)C[N+]2(C)CCCC2)CC1 (stereo not drawn)	0%
O=C(NCc1cccc(Cl)c1)c1ccc(S(=O)(=O)Nc2cccc(C(F)(F)F)c2)cc1	1%
The listing continues.
SMILES	ERK EGF inh
COc1ccc(OCC(O)CNC(=O)Nc2ccccc2)cc1 (stereo not drawn)	-3%[57.5 µM]
CCC(=O)N1c2ccccc2C(N(C(=O)CC)c2ccccc2)CC1C (stereo not drawn)	-1%[57.5 µM]
CCOC(=O)c1c(C)c[nH]c1C	-3%
Cc1ccc(NC(=O)NC(=O)CSc2nnc(-c3ccc(Cl)cc3Cl)n2N)c(C)c1	11%
Cc1ccc(C)c(NC(=O)CN(C)C(=O)[C@@H](NC(=O)c2ccc(C(C)(C)C)cc2)C(C)C)c1	-5%
Cc1ccc(OCC(=O)Nc2sc3c(c2C#N)CC(C)(C)NC3(C)C)cc1	-2%
Cc1nn(CC(=O)NN)c(C)c1Br	3%[57.5 µM]
Cc1cc(C)c2nc(NC(=O)c3ccc(OCC4CCCO4)cc3)sc2c1 (stereo not drawn)	7%
O=C(O)C1(O)C[C@H](O)C(O)[C@@H](O)C1 (stereo partly drawn)	-12%
Cc1ccc(NC(=O)CCNS(=O)(=O)c2cc(Br)cnc2N)c(Cl)c1	5%
O=C(CSc1nc(-c2ccccc2)c(-c2ccccc2)[nH]1)Nc1ccc2c(c1)OCO2	6%
Cc1cc(F)ccc1S(=O)(=O)N1CCCOC1CNC(=O)C(=O)NCc1ccco1 (stereo not drawn)	8%
O=C(Nc1ccc(Oc2ccc(C(=O)O)c(C(=O)O)c2)cc1)c1cccs1	-1%
CCN(CC)C(=S)Nc1ccc(OC)cc1	-9%
C1CCCN(c2nc3nonc3nc2N2CCCCCC2)CC1	-2%
CCNC(=O)N1CCCC(C(=O)c2ccc3cc(OC)ccc3c2)C1 (stereo not drawn)	2%
O=C(N/N=C/c1c(O)n(-c2ccccc2Cl)c(=O)c2ccccc12)c1cccnc1	0%
COc1cc(OC)c2c(O)c3c(c(-c4c5c(c(O)c6c(OC)cc(OC)cc46)CO[C@@H](C)[C@H]5O)c2c1)[C@H](O)[C@H](C)OC3	5%[57.5 µM]
CC(C)c1ccc(C(C(=O)NC(C)(C)C)N(C(=O)CNC(=O)c2ccco2)c2cccnc2)cc1 (stereo not drawn)	2%
O=S(=O)(NCc1ccccc1Cl)c1cccs1	-3%
CCOc1ccccc1NC(=O)Cn1c(-c2ccc(Cl)cc2)noc1=O	9%[57.5 µM]
CC(=O)NCCn1c(SCC(=O)Nc2ccc(C)cc2)nc2ccccc2c1=O	-6%
O=C(/C=C/c1ccccc1)N(Cc1ccc(Cl)cc1)C1CCS(=O)(=O)C1 (stereo not drawn)	-3%[57.5 µM]
Cc1nc(-c2ccc(NC(=O)/C=C\C(=O)O)cc2)cs1	5%
COc1cc(/C=N/n2c(-c3ccc4c(c3)NC(=O)CO4)csc2=Nc2cccc(C)c2)ccc1O	13%

Of the compounds above, 2 contain a CF3 group.
SMILES	ERK EGF inh
COc1ccccc1-c1c(C(F)(F)F)oc2cc(OC(=O)c3ccc([N+](=O)[O-])cc3)ccc2c1=O	-1%[57.5 µM]
O=C(NCc1cccc(Cl)c1)c1ccc(S(=O)(=O)Nc2cccc(C(F)(F)F)c2)cc1	1%

(list continues)
SMILES	ERK EGF inh
Cc1ccc(NS(=O)(=O)c2ccc(Br)cc2)nc1	-2%
CCn1ccc(C(=O)Nc2c(C)nn(Cc3c(F)c(F)c(F)c(F)c3F)c2C)n1	-14%
CC1(C)OC(=O)C=C[C@@]2(C)C1C[C@@H](O)[C@]1(C)C2CC[C@@]2(C)C(c3ccoc3)OC(=O)[C@H]3O[C@]321 (stereo partly drawn)	-13%
O=C(O)CC1(CC(=O)Nc2cc(C(F)(F)F)cc(C(F)(F)F)c2)CCCCC1	1%[57.5 µM]
Cc1c(Br)c([N+](=O)[O-])nn1CC(=O)NCC1CCCO1 (stereo not drawn)	-5%
C/C(=N/NC(=O)c1ccc(Br)o1)c1cccc(NC(=O)c2ccc(C)o2)c1	-1%
COc1cc(NC(=O)c2ccccc2)c(OC)cc1NC(=O)CN1CCCCC1	-4%
COc1ccccc1-c1nc(-c2ccccc2)nc(N2CCN(C)CC2)c1C#N	-8%
COC(c1ccccc1)c1nnc(CCC(=O)NCc2ccc3ncccc3c2)o1 (stereo not drawn)	-5%
CC(=O)Nc1ccc(NC(=O)COC(=O)[C@@H](NC(=O)c2ccc(F)cc2)C(C)C)cc1	-14%
COc1ccc(Cc2c(O)nc(SCC(=O)N3CCOCC3)[nH]c2=O)cc1	3%[57.5 µM]
